Screening results as filed in PubChem.
KCNQ2 block = KCNQ2 potassium channel inhibitors, primary screen, cell-based, CHO-K1, FluxOR thallium flux, B-score (AID 2156). B-score at 10 µM. 20 min; hits give low values. 310,000 tested, 1.1% active;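 active means fluorescence ratio B-score at most minus 3 library SDs, with starting brightness B-score within 2 library SDs, cut at about -5.5 in these data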
STK33 kinase inh = inhibitors of purified STK33 kinase, primary screen, biochemical, ADP-Glo luminescence, homogeneous, cell-free; MBP phosphorylation; inhibition, % at 10 µM; 320,000 tested, 0.073% active;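 active means inhibition at or above 25%, using the most active replicate where run in duplicate; inactive means inhibition below 25%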
Target sequence (Q9BYT3 whole entry, looked up): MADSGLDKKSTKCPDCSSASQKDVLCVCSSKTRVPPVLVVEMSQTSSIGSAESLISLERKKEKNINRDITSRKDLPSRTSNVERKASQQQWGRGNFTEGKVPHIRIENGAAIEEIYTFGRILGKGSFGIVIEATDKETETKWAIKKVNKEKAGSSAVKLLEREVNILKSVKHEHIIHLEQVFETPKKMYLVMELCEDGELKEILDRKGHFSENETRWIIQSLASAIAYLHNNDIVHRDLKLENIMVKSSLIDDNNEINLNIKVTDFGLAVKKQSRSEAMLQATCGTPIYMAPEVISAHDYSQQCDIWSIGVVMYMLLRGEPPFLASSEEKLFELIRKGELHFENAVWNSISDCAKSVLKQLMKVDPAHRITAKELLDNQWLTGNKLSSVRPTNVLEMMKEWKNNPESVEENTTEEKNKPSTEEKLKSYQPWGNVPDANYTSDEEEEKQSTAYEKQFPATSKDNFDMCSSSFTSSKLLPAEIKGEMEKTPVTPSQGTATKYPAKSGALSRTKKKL
Kir21 inh = inhibitors of mouse Kir2.1 inward-rectifier potassium channel; Inward rectifier potassium channel 2 (Mus musculus), P35561; HEK293-Kir2.1, FluxOR thallium flux fluorescence; hits give low values; B-score at 10 µM; 310,000 tested, 0.85% active; AID 1672, 2009;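 active means fluorescence ratio B-score at or below minus 3 SD of library scores, with starting-brightness B-score within 2 SD, cut at about -4.2 in these data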;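 further: channel flux triggered by added potassium and thallium sulfate stimulus; B-score of peak minus minimum fluorescence over baseline after thallium stimulus; more negative B-score means stronger Kir2.1 block with less thallium influx; some compounds called inactive have numbers as strong as hits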
Target sequence (P35561 whole entry, looked up): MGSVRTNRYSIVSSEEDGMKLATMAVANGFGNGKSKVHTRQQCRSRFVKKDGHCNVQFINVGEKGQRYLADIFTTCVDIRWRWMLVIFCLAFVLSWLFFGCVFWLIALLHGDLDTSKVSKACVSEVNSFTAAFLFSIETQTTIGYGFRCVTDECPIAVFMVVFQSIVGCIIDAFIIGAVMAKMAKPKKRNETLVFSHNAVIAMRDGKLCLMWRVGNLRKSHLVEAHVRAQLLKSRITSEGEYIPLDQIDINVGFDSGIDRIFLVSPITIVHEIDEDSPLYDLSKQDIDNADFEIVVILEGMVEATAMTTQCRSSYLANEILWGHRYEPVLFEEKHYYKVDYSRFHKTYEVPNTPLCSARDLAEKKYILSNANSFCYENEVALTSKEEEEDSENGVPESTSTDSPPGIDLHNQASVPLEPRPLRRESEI
* marks the source's active call; other numbers are inactive results; i = inactive; / = not tested or not shown.

SMILES	KCNQ2 block	STK33 kinase inh	Kir21 inh
CCOC(=O)N1CCN(CC(O)COc2ccccc2C(C)(C)C)CC1 (stereo not given)	i	-1.0	0.09
CN(Cc1nc(-c2cccc(Cl)c2)no1)C1CCOCC1	i	-0.8	3.15
O=C(O)CC(Cc1ccc(Cl)cc1)C(=O)NCC12CC3CC(CC(C3)C1)C2 (stereo not given)	i	-2.6	3.55
CCOc1ccc(NC(=S)NC(=O)/C=C/c2ccco2)cc1	i	/	1.01
CC(C)(C)c1ccc(-c2nnc3sc(-c4ccccn4)nn23)cc1	i	0.9	0.21
COC(=O)c1ccc(Cn2cc(Cl)cn2)o1	i	-2.4	-0.69
Cc1ccc(OCc2nc3ccccc3n2C)cc1	i	-1.5	-0.43
O=C(COc1ccc(Br)cc1)N(CCO)CCO	i	-1.7	0.08
CC(=O)Nc1ccc(NC(=O)CSC2=NS(=O)(=O)c3cc(Cl)ccc3N2)cc1	i	/	-0.46
CCCS(=O)(=O)c1c(S(=O)(=O)CCC)c2ccc(C(N)=O)cn2c1C(=O)c1ccc(OC)cc1	i	-1.4	1.7
O=C(Nc1ccc(Cl)cc1)C1=Cc2ccccc2OC1	i	-0.9	0.92
O=C(CCSc1nnc(-c2ccncc2)o1)Nc1ccc(Cl)cc1	i	-3.1	0.74
COc1ccc(-c2nc(=S)c3c(n2Cc2cccnc2)CC(C)(C)OC3)cc1	i	-2.1	-2.32
N#Cc1ccc(-c2ccccc2)nc1SCC(=O)c1cccc(Cl)c1	i	-0.8	0
CN(C)CCNC(=O)c1ccc(COc2ccc(Cl)cc2Cl)cc1	-7.64*	2.1	-4.85*
O=[N+]([O-])c1ccc(CNc2cccc(Cl)c2)s1	i	-1.4	-0.32
CC(C)Sc1ccccc1C(=O)Nc1ccc2c(c1)n(C)c(=O)n2C	i	-0.5	-0.93
CN1CCN(C(=S)c2ccc([N+](=O)[O-])cc2)CC1	i	0.1	0.31
CC1(c2ccc3c(c2)OCO3)NC(=O)N(CC(=O)NCCC2=CCCCC2)C1=O (stereo not given)	i	-1.8	-0.1
CCn1cc(C(=O)O)c(=O)c2cc(OC)ccc21	i	-0.1	0.65
CCOC(=O)CN(C(=O)CNC(=O)c1ccco1)C(C(=O)NC1CCCCC1)c1cccs1 (stereo not given)	i	1.7	1.1
O=c1cc(-c2ccccc2Cl)oc2c(Br)ccc(O)c12	i	-2.2	0.13
Cc1ccc(C(=O)OCC(=O)NCCNC(=O)COC(=O)c2ccc(C)o2)o1	i	-0.7	-0.2
CCN(CC)c1ccc(N)cc1S(=O)(=O)Nc1ccc(OC)cc1	i	-1.4	0
CCN(CCCNC(=O)C1CCC(=O)N1Cc1ccc(F)cc1)c1cccc(C)c1 (stereo not given)	i	-1.6	-0.78
Fc1ccc(Nc2ccc3ccccc3n2)c(F)c1	i	0.8	-0.5
CCn1c(SCC(=O)C(C)(C)C)nnc1-c1cccnc1	i	-0.4	-2.56
Cc1ccc2c(c1)C1CN(C)CCC1N2C(=O)c1cccc(S(=O)(=O)N(C)C)c1 (stereo not given)	i	-0.7	1.08
CCN(CC)CCn1c(-c2ccc(C)cc2)nc(=S)c2c1CC(C)(C)OC2	i	0.0	0.9
O=C(/C=C/c1ccc(N2CCCCC2)c([N+](=O)[O-])c1)c1ccc(O)cc1	i	-0.5	1.51
CCCc1cc(=O)oc2cc(C)cc(OC(C)C(=O)NCC3CCC(C(=O)O)CC3)c12 (stereo not given)	i	-0.4	1.38
COc1ccc(CCNC(=O)CCc2ccc(S(=O)(=O)NC(C)C)cc2)cc1	i	-1.2	1.66
CCCCOc1cccc(C(=O)Nc2ccc(N3CCN(CC)CC3)cc2)c1	i	0.7	0.52
COc1c(F)c(F)c(C(=O)O)c(Nc2ccc(C)cc2)c1F	i	-1.2	0.54
CC1=CC(=C2C=CC(=O)C=C2)C=C(C)N1C	i	/	1.05
O=C(O/N=C1/CCSc2ccccc21)c1ccc(F)cc1	i	0.1	1.65
Cc1ccc(S(=O)(=O)N2CCN(C(=S)NCc3ccc4c(c3)OCO4)CC2)cc1	i	0.1	-0.5
COc1ccc(C)c(Cn2c(-c3nonc3N)nc3ccccc32)c1	i	0.6	-0.03
O=C(NCCCn1ccnc1)c1cn(Cc2ccc(F)cc2)nn1	i	-2.2	0.12
Cc1nc2ccc(NC(=O)c3nn(CC(C)C)c(=O)c4ccccc34)cc2s1	i	-1.0	-0.07
COc1ccc(N(C)C(=O)c2ccc(NC(=O)CCS(=O)(=O)c3cccs3)cc2)cc1	i	-0.3	-0.44
CCOCCn1ccc2c(OCC(=O)Nc3ccccc3F)cccc2c1=O	i	/	0.07
Cc1ccccc1NC(=O)CCNS(=O)(=O)c1ccc2c(c1)CCC(=O)N2	i	0.9	0.17
O=c1[nH]c2ccccc2n1C1CCCCC1	i	4.0	-1.4
CCCSc1nc2c(c(=O)[nH]c(=O)n2C)n1CC(O)COc1ccccc1 (stereo not given)	i	-0.6	0.97
C=CCSC1=N/C(=C\c2cc(OC)c3c(c2)OCO3)C(=O)S1	i	-0.8	-0.72
CCC(=O)Nc1ccc(C(=O)c2ccccc2)cc1	i	-0.8	0.03
Nc1ccc2c(c1)COC2=O	i	-0.7	0.05
Cc1cccc(C)c1NC(=O)NN(C(=O)c1ccccc1)C(C)(C)C	i	-0.8	-0.38
C=CCNC(=O)/C(C#N)=C/c1cn(-c2ccccc2)nc1-c1cccs1	i	-0.8	-0.86
Clc1ccc(C2=CC(c3ccco3)n3ncnc3N2)cc1 (stereo not given)	i	-2.0	-12.4
CSCCC(NC(=O)c1ccccc1Br)C(=O)NNC(=O)c1csc(N2CCOCC2)n1 (stereo not given)	i	0.2	1.01
CN(CC(=O)Nc1cccc(F)c1)CC(=O)Nc1cccc(S(N)(=O)=O)c1	i	0.5	0.2
C=CCOc1c(Br)cc(/C=N/Nc2ccc(C(=O)O)cc2)cc1OCC	i	-1.0	1.49
Cc1cc(/C=C2\Cc3ccccc3C2=O)c(C)n1-c1ccccc1	i	1.1	1
COc1cc(Cl)c(C)cc1NC(=O)c1ccccc1NC(=O)CN1CCOCC1	i	1.0	-0.04
COc1ccc(Nc2nc3ccccc3n2C)cc1	i	-0.3	1.45
O=C(O)C1Cc2ccccc2CN1S(=O)(=O)/C=C/c1ccccc1 (stereo not given)	i	-1.4	-0.2
CCCOc1ccc(-c2nc(C#N)c(N3CCC(C(N)=O)CC3)o2)cc1	i	-1.2	1.08
COc1ccccc1-c1cc2nc(C)c(CCC(=O)NC(C)CCc3ccco3)c(C)n2n1 (stereo not given)	i	-1.7	1.02

(list continues)
SMILES	KCNQ2 block	STK33 kinase inh	Kir21 inh
C/C(CC(=O)Nc1ccc(N(C)C)cc1)=N\NC(=O)c1ccncc1	i	-2.2	1.09
Cc1nn(-c2ccccc2Cl)c(Cl)c1/C=N/Nc1nc2ccccc2s1	i	0.0	-0.44
O=C(COc1ccccc1)NCC(c1ccco1)N1CCN(c2ccccc2F)CC1 (stereo not given)	-6.97*	-0.9	1.2
Cn1c(SCc2ccccc2F)nc2ccccc2c1=O	i	-2.8	0.2
O=C(Nc1ccc(S(=O)(=O)N2CCOCC2)cc1)c1ccc(S(=O)(=O)N2CCOCC2)cc1	i	0.0	-0.43
O=C(N/N=C/C(Br)=C\c1ccccc1)c1n[nH]c2c1CCC2	i	-1.8	-0.58
COc1ccc(CN(CC(=O)NCc2ccc(F)cc2)C(=O)CCC(=O)Nc2cc(C)ccn2)cc1	i	-2.3	-1.11
CCCCn1ccnc1C(=O)c1cc(S(=O)(=O)N2CCOCC2)ccc1C	i	0.4	0.37
Cc1ccccc1/C=N/n1c(C2CCCCC2)n[nH]c1=S	i	-0.3	0.87
CC(=O)Nc1nnc(CSCc2ccccc2F)s1	i	-0.2	0.02
CCN(CC)C(=S)SC1=CCS(=O)(=O)C1	i	0.4	-0.73
Nc1ccccc1NC(=O)CCn1c(=S)[nH]c2ccccc2c1=O	i	-0.8	-1.2
O=C(CN(Cc1ccccc1Cl)C(=O)c1csnn1)NCCc1ccccc1	i	-0.5	0
NC(=O)c1ccc[n+](CC(=O)OCCC23CC4CC(CC(C4)C2)C3)c1	i	-2.1	0.33
COc1ccccc1-c1nc(SCC(=O)NCC2CCCO2)c2c(=O)n(C)c(=O)n(C)c2n1 (stereo not given)	i	-1.0	0.94
COc1ccccc1-c1nn2c(-c3ccco3)nnc2s1	i	-1.8	-1.14
COCCOC(=O)C1=C(C)NC(=O)NC1c1ccc(-c2cc(Cl)ccc2Cl)o1 (stereo not given)	i	-1.3	0.1
COc1cccc(OC)c1NC(=O)Cc1nn(C)c(=O)c2ccccc12	i	-0.7	-1.45
Cc1c(CNCc2cccs2)c(C(=O)O)c(C)n1Cc1ccccc1	i	-0.7	0.32
COc1cccc(CNC(=O)c2ccc(NC3=NC4CS(=O)(=O)CC4S3)cc2)c1 (stereo not given)	i	-0.6	0
CC(C)C[C@@H](N)c1nnc(SCC(=O)c2ccc(Cl)cc2)o1	i	-2.0	0
CCCNC(=O)c1sc2c(c1C(=O)Nc1ccccn1)CCCC2	i	-0.2	-0.03
Cc1cc(C)n(S(=O)(=O)c2ccc3oc(=O)ccc3c2)n1	i	-1.0	-0.91
COc1ccc(N2C(=O)C(Cl)=C(Nc3ccccc3OC)C2=O)cc1	i	0.4	-0.14
COC(=O)CCC(=O)OC1(C)C(=O)C2=CN(CC(C)C)C(c3ccc(OC)cc3)=CC2=C(Br)C1=O (stereo not given)	i	0.7	-0.59
Cc1[nH]c2ccccc2c1C(c1ccncc1)N1CCN(c2ccccn2)CC1 (stereo not given)	i	0.2	-1.02
Cc1cc(OCC(=O)N[C@@H](Cc2c[nH]c3ccccc23)C(=O)O)c2c(C)c(C)c(=O)oc2c1	i	-0.8	0.3
COC(=O)c1cc(Cl)c(NC(=O)/C=C/c2ccc(OC)c(OC)c2)cc1OC	i	-2.0	0
O=C1S/C(=C\c2ccccn2)C(=O)N1Cc1ccccc1F	i	0.6	1.83
COc1ccc(-c2nc(O)c3cnccn23)cc1	i	-0.7	2.49
Cc1cccc(C(=O)N(c2ccccn2)C(C)c2ccco2)c1 (stereo not given)	i	0.1	0.26
O=C(Nc1ccc2c(c1)OCO2)Nc1ccc(Br)cn1	i	-0.4	-0.38
Cc1c(C)c2ccc(OCC(=O)Nc3ccc(N4CCC(C)CC4)cc3)cc2oc1=O	i	-0.3	-2.3
O=C(NC1CCCC1)C1CC(=O)N(CCc2ccccc2)C1 (stereo not given)	i	0.1	0.1
CN(c1ccc(C(=O)Nc2ccccn2)cc1)S(=O)(=O)c1ccccc1	i	3.0	0.21
O=C(c1cncc(Br)c1)N1CCN(S(=O)(=O)c2ccccc2)CC1	i	0.7	-0.87
O=C(Nc1ccc(Cl)cc1)N(C1=NCCC1)c1ccc(OC(F)F)cc1	-5.69*	-1.0	0.24
O=C(CN(Cc1ccccc1)C(=O)CCC(=O)Nc1nccs1)NCc1ccc(F)cc1	i	1.1	0.14
CCOc1cc(N2CCOCC2)c(OCC)cc1NC(=O)c1cccc(N(C)C)c1	i	-0.6	0.96
Cc1cc(NC(=O)CSc2nnc(-c3c[nH]c4ccccc34)n2C)no1	i	-1.4	-0.13
Cc1cccc(NS(=O)(=O)c2ccc(NC(=O)CN(c3cc([N+](=O)[O-])ccc3C)S(C)(=O)=O)cc2)c1	i	-1.3	0.28
CC(C)c1[nH]nc2c1C(c1ccc(OC(=O)c3ccco3)cc1)C(C#N)=C(N)O2 (stereo not given)	i	2.2	-1.29
O=C(c1ccc2c(=O)n(C3CCCC3)c(=S)[nH]c2c1)N1CCc2ccccc21	i	-6.2	0.02
CC(=O)c1cnn(-c2cc(Oc3cccc(C)c3)ncn2)c1C	i	-1.6	0
Cc1ccccc1OCc1nc2ccccc2c(=O)n1/N=C/c1cn[nH]c1-c1ccccc1	i	/	0.03
O=C(Nc1ccc2c(c1)oc1ccccc12)c1cccnc1	i	-0.5	-0.17
CCn1c(CNC(=O)c2ccc(Cl)cc2)nnc1SCC(=O)NC1=NCCS1	i	-0.7	2.1
CCOC(=O)/C(=N\Nc1ccccc1)c1csc(Nc2ccc(C)cc2)n1	i	-0.7	-0.25
